Growth percent in the NCI-60 one-dose screen (48 h, 10 µM unless noted): 100 = growth as untreated, 0 = no growth, -100 = all killed.
DU-145: DU-145 prostate cancer; hit rate 4.2% among 81,000
OVCAR-4: OVCAR-4 ovarian cancer cells; hit rate 3.7% among 80,000; AID 1794784
SK-OV-3: SK-OV-3 ovarian cancer cells. hit rate 3.2% among 80,000
OVCAR-3: OVCAR-3 ovarian cancer; hit rate 7% among 79,000; AID 1794787
OVCAR-5: OVCAR-5 ovarian cancer | hit rate 2.9% among 82,000
IGROV1: IGROV1 ovarian cancer; hit rate 4.7% among 79,000; AID 1794786
OVCAR-8: OVCAR-8 ovarian cancer; hit rate 4.4% among 81,000; AID 1794782
PC-3: PC-3 prostate cancer cells; hit rate 3.9% among 80,000; AID 1794754
* hit, by the source's call; . = not tested or not shown; & = joins results of further samples. The calls were made as follows: active = growth percent below 10; inactive = the rest.

SMILES	DU-145	OVCAR-4	SK-OV-3	OVCAR-3	OVCAR-5	IGROV1	OVCAR-8	PC-3
COc1cc2c(cc1OC)C(Sc1ccc(Cl)cc1)c1c(nc(N)c(C#N)c1N)O2 (stereo unspecified)	5.7*	-15*	56	-70*	11	-25*	1.3*	5.1*
CCOC(=O)c1c[nH]c(=O)cc1O	105	102	93	101	103	107	102	95
COc1cc2nc(Nc3cccc(C(=O)O)c3)nc(N)c2cc1OC	102	103	107	101	114	16	105	90
CC(C)(C)c1nn(-c2ccccc2)c2c1C(=O)CSC(c1ccccc1Cl)N2 (stereo unspecified)	27	73	7.3*	11	47	30	36	16
COC(=O)c1cc(=O)nc(N/N=C/c2ccccc2)s1	114	128	117	115	111	114	96	100
CC12CCCC(=O)N1c1ccccc1-c1nc(=O)c(-c3ccc(F)cc3)nn12 (stereo unspecified)	102	93	103	101	105	94	103	93
Cc1ncc(C(=O)Nc2ccc(CN3CCN(C)CC3)c(C(F)(F)F)c2)cc1C#Cc1cnc(N)c2ccc(C#N)cc12	9.0*	-7.7*	-15*	25	-25*	-44*	3.2*	12
COc1ccc(C(=O)CSc2nccc(Nc3ccc(S(=O)(=O)Nc4cc(C)on4)cc3)n2)cc1	109	106	104	116	109	112	98	102
CCc1ccc(NC(=O)N[C@@H](Cc2cc(F)cc(F)c2)C(=O)N[C@@H]2C(=O)N3C[C@H](O)C[C@H]3C(=O)N3CCOC[C@H]3C(=O)N[C@@H](C)C(=O)N3C[C@H](C)C[C@H]3C(=O)O[C@H]2C)cc1	43	13	.	17	46	49	62	14
C[C@@H]1CN(c2c(F)c(F)c3c(=O)c(C(=O)O)cn(C4CC4)c3c2F)C[C@H](C)N1	109	112	112	111	111	106	114	101
CSC(=S)Nc1ccc(Cl)cc1	111&109	110&104	104&110	115	115&94	107&102	103&102	96&98
COc1cc(/C=C/C(=O)c2cc(OC)c(OC)c(OC)c2)ccc1OCc1ccccc1	27	41	88	26	47	35	17	40
NC(=O)c1ccc(-c2cnc(N)c(-c3ccc(C(F)(F)F)cc3)n2)cc1	93	110	132	108	97	119	99	115
Cc1ccc([N+]2=NOC(=O)C2S(=O)(=O)Nc2nc(-c3ccc(Cl)cc3Cl)cs2)cc1 (stereo unspecified)	119	97	99	109	.	87	103	93
Cc1ccc(S(=O)(=O)NNC(=O)c2cc3c([nH]c4ccccc43)c(-c3cccc(O)c3)n2)cc1	64	61	94	75	88	79	72	53
COc1ccc(/C=C(/C(=O)n2cnnn2)c2cc(OC)c(OC)c(OC)c2)cc1	25	61	15	1.5*	41	41	22	13
COc1nc2ccccc2s1	110	118	89	110	93	99	96	89
COc1ccc(NC(=O)Nc2ccc(OCC(=O)c3ccc(C#N)cc3)cc2)cc1	102	95	95	107	111	110	102	95
COc1ccc(C2CC(=O)N(c3ccc(F)cc3)C3=C2C(=O)OC3)cc1 (stereo unspecified)	112	110	95	114	104	106	100	98
CC(C)Sc1nc(Nc2ccccc2)c(C#N)c(-c2ccccc2)n1	91	83	100	.	83	78	100	86
Cc1ccc(S(=O)(=O)NCCCNc2nccc(-c3c(-c4ccc(F)cc4)nc4sccn34)n2)cc1	74	50	64	77	89	52	46	57
CCOC(=O)C(Cc1cccc(F)c1)C(=O)OCC	108	105	104	.	101	106	101	102
COC(=O)[C@H]1[C@H]2C[C@@H]3c4[nH]c5ccccc5c4CCN3C[C@H]2C[C@@H](OC(=O)c2cc(OC)c(OC)c(OC)c2)[C@@H]1OC	109	81	96	99	89	.	97	70
CCc1ccccc1NC(=O)N/C(N)=N/c1nc2ccccc2s1	-8.4*	17	7.3*	-30*	0.3*	20	-27*	22
C/C(=C\CSc1ccccc1C(=O)O)CCCC(C)CCCC(C)CCCC(C)C (stereo unspecified)	67	57	97	74	115	76	54	41

Overlap with the part before: two entries; new compounds follow.
SMILES	DU-145	OVCAR-4	SK-OV-3	OVCAR-3	OVCAR-5	IGROV1	OVCAR-8	PC-3
CCc1ccccc1NC(=O)N/C(N)=N/c1nc2ccccc2s1	-8.4*	17	7.3*	-30*	0.3*	20	-27*	22
C/C(=C\CSc1ccccc1C(=O)O)CCCC(C)CCCC(C)CCCC(C)C (stereo unspecified)	67	57	97	74	115	76	54	41
COc1cc(NC(=O)CSc2nnc(-c3ccc4nc(-c5ccc(Cl)cc5)[nH]c4c3)o2)cc(OC)c1OC	74	62	101	72	132	74	42	47
O=c1[nH]c(=S)n2c(c1-c1ccccc1)OC(CBr)C2 (stereo unspecified)	110	101	111	115	96	106	97	91
O=C1Nc2ccccc2/C1=C\c1nc(-c2ccc(F)cc2)n2ccccc12	100	.	110	96	99	62	94	79
CC(=O)CC(=O)Nc1cccc(Cl)c1	103	106	97	103	106	95	98	105
Clc1nc(Cl)c(C2CC(c3ccc4c(c3)OCO4)=NN2c2ccccc2)s1 (stereo unspecified)	84	73	108	108	87	86	108	98
COC(=O)[C@]12CC[C@@H](C)[C@H](C)[C@H]1C1=CC[C@@H]3[C@@]4(C)C/C(=C\c5ccco5)C(=O)C(C)(C)[C@@H]4CC[C@@]3(C)[C@]1(C)CC2	115	98	106	109	98	104	102	93
Cc1ccc(-c2nc(SCc3nc4ccc(C(=O)O)cc4[nH]3)[nH]c(=O)c2C#N)cc1	105	97	61	98	83	99	93	93
CP(C)(=O)O[C@@H]1C(=O)N(c2cc3c4ccccc4ccc3c3ccccc23)[C@H]1c1ccc(F)cn1	96	85	93	79	95	87	81	54
CN1CCN(C(=O)/C=C/c2ccc([N+](=O)[O-])o2)CC1	93	76	100	92	127	.	77	96
COC(=O)c1cc(C(=O)C(F)(F)F)n2c1ccc1c3ccccc3ccc12	110	105	100	106	105	104	100	100
C=C1C(=O)O[C@H]2[C@H]1CC/C(COC(=O)OC/C1=C/CC[C@@]3(C)O[C@H]3[C@H]3OC(=O)[C@@H](CN(C)C)[C@@H]3CC1)=C\CC[C@@]1(C)O[C@@H]21	15	46	88	-90*	7.2*	10	9.3*	73
CCN(CC)CCOc1cc2c(cc1OC)CCC2=O	115	106	89	104	98	105	108	79
O=C1Nc2ccc3c(c2/C1=C\c1cc2c(cc1Br)OCO2)OCO3	-13*	-45*	2.7*	.	65	-7.1*	35	17
C/C(=N\NC(=O)CSc1nc2ccccc2c(=O)n1CCc1ccc(S(N)(=O)=O)cc1)c1cccnc1	104	98	126	98	94	92	79	88
Cc1ccc([N+](=O)[O-])c(N)n1	.	104	96	110	91	92	110	95
CSc1nc(N)c(N=Nc2ccc(S(N)(=O)=O)cc2)c(N)n1	104	66	98	99	98	95	103	79
O=C1CCCCC(=O)[C@H]2CC3(CO[C@@H]2CO1)OCCO3	107	99	108	108	98	102	101	105
CC(C)OCC(CCl)OC(=O)Nc1ccccc1 (stereo unspecified)	106	101	98	101	104	105	98	99
CCN1[C@@H]2CC[C@H]1/C(=C\c1cc(OC)ccc1OC)C1=C2[C@@H](c2cc(OC)ccc2OC)C(C#N)=C(N)O1	98	101	72	102	111	103	83	60
COc1cc(OC)cc(-c2nn(CC(=O)N3CCCC3)c3ncnc(N)c23)c1	109	107	103	110	105	94	102	99
CC[n+]1ccc(C(=O)OC)cc1	103	105	105	100	112	106	100	87
CC(=O)OC[C@H]1O[C@H](OC(C)=O)[C@H](NC(=O)/C=C/CCl)[C@@H](OC(C)=O)[C@@H]1OC(C)=O	93	68	57	31	84	94	82	70
C/C=C/C1OC23CCCCC2C(C#N)(C(=N)O3)C1(C#N)C#N (stereo unspecified)	95	95	103	90	103	96	94	98
COc1ccc(-c2nn(-c3cccc(Cl)c3)cc2/C=C/C(=O)c2cccs2)cc1	105	104	97	96	102	.	98	90
CCC(c1ccc(O)cc1)C(CC)c1ccc(O)c(F)c1 (stereo unspecified)	98	75	99	85	93	83	98	72

Filtered by structure: the entries above with a nitro group on carbon.
SMILES	DU-145	OVCAR-4	SK-OV-3	OVCAR-3	OVCAR-5	IGROV1	OVCAR-8	PC-3
CN1CCN(C(=O)/C=C/c2ccc([N+](=O)[O-])o2)CC1	93	76	100	92	127	.	77	96
Cc1ccc([N+](=O)[O-])c(N)n1	.	104	96	110	91	92	110	95

(further entries)
SMILES	DU-145	OVCAR-4	SK-OV-3	OVCAR-3	OVCAR-5	IGROV1	OVCAR-8	PC-3
CCOC(=O)c1ccc(N=CNc2ccc(C(=O)OCC)cc2)cc1	107	97	112	115	87	95	103	65
Nc1n[nH]c2ccc([C@@H]3Nc4cc5c(cc4[C@H]4C6CCC(C6)[C@@H]34)C(=O)NC5)cc12 (stereo partly specified)	-18*	31	42	-3.3*	33	13	21	17
CCCn1cc(/C=N\N=C2\C(=O)Nc3ccc([N+](=O)[O-])cc32)c2ccccc21	103	103	98	114	112	92	71	98
COc1ccc(-c2nnc(SC/C(=N\O)c3ccccc3)o2)cc1	100	104	88	99	108	.	107	87
COC(=O)c1[nH]c(=O)c(C#N)c(C(=O)OC)c1C(=O)c1cccnc1	109	102	107	113	105	110	104	86
c1ccc2c[n+](C[n+]3ccc4ccccc4c3)ccc2c1	115	109	99	119	99	110	99	99
N#CC1=C(N)Oc2cc(O)ccc2C1c1cc2c(c([N+](=O)[O-])c1)OCCO2 (stereo unspecified)	112	88	107	102	111	104	107	94
C[C@]12CC[C@H](O)CC1=CC[C@@H]1[C@@H]2CC[C@]2(C)c3[nH]ncc3C[C@@H]12	.	74	104	109	103	112	108	.
O=C(COc1cccc(/C=C2\CCc3ccccc3C2=O)c1)c1ccc(Cl)cc1	.	86	109	103	102	.	95	89
O=C(O)CN1C(=O)C2C3CC(C2C1=O)C1C(c2ccc(F)cc2)c2sc(=S)[nH]c2SC31 (stereo unspecified)	112	111	105	.	105	110	109	97
Cc1cc(Cl)nc(Cl)c1C#N	108	115	101	112	99	124	104	96
O=C(N/N=C/c1ccc(Cl)cc1)c1ccc2nc(-c3ccc([N+](=O)[O-])cc3)[nH]c2c1	98	93	86	105	91	81	97	101
CC(C)=CCC[C@](C)(O)[C@H]1CC[C@]2(C)[C@@H]1CC[C@@H]1[C@@]3(C)C/C(=C/c4ccccn4)C(=O)C(C)(C)[C@@H]3CC[C@]12C	58	57	90	77	106	112	65	39
COc1cc(-c2nn(-c3ccc(Br)cc3)cc2CO)ccc1O	94	95	105	103	101	115	95	75
COc1cccc(-c2cc(-c3ccc(NC(=O)c4ccccc4)cc3)[nH]c(=O)c2C#N)c1	108	89	104	106	92	91	94	102
C#Cc1nc(/C=C\CCCCCCC(=O)NO)cs1	39	70	92	.	46	-68*	41	67
CCOc1cc(C)c2cc(Cc3ccc4nc(OCC)cc(C)c4c3)ccc2n1	105	102	97	107	.	113	100	85
Cc1ccc(N2CCN(C(=S)Cc3ccccc3)CC2)cc1	106	110	111	108	104	106	98	84
COc1ccc(C(=O)c2sc3nc(-c4cc(OC)ccc4OC)cc(-c4ccccc4)c3c2N)cc1	96	84	81	101	93	97	99	76
O=C1c2cccc3c(Br)ccc(c23)C(=O)N1CC1CO1 (stereo unspecified)	102	103	101	106	108	112	96	92
COc1ccc(C(=O)c2cc(OC)c(OC)c(OC)c2OC)cc1O	36	84	20	-22*	93	57	61	68
CCCCCCCCCCCCCCCC(=O)OC(=O)CCCCCCCCCCCCCCC	120	99	108	121	98	117	118	102
CCn1c(=O)c2ncnnc2n(CC)c1=O	117	102	119	115	85	107	101	103
COc1cc(-n2cc(C#N)c(N)c2C(=O)c2ccc(Cl)cc2)cc(OC)c1OC	127	109	113	121	102	107	103	104
O=C1NC(=O)C(=Cc2ccc(OCC(=O)N3CCCC3)cc2)C(=O)N1	115	106	96	116	108	102	100	104

Compound profiles, as listed above. Values in the order: DU-145	OVCAR-4	SK-OV-3	OVCAR-3	OVCAR-5	IGROV1	OVCAR-8	PC-3
Record of `COc1ccc(C(=O)c2sc3nc(-c4cc(OC)ccc4OC)cc(-c4ccccc4)c3c2N)cc1` → 96	84	81	101	93	97	99	76
Record of `C[C@]12CC[C@H](O)CC1=CC[C@@H]1[C@@H]2CC[C@]2(C)c3[nH]ncc3C[C@@H]12` → .	74	104	109	103	112	108	.
Record of `CCn1c(=O)c2ncnnc2n(CC)c1=O` → 117	102	119	115	85	107	101	103

Continuation:
SMILES	DU-145	OVCAR-4	SK-OV-3	OVCAR-3	OVCAR-5	IGROV1	OVCAR-8	PC-3
NC(=O)Nc1cccc(Cl)c1	102	111	108	98	103	105	102	100
Cc1ccc(-c2c3c(nc4c2c(C)nn4-c2ccccc2)NC2(CCSCC2)NC3)cc1	109	96	100	106	95	99	100	78
COc1ccc2[nH]c(O)c(N=Nc3nnc4n3N=C(c3ccccc3)CS4)c2c1	51	80	93	83	82	83	49	57
CCOP(=O)(OCC)c1nc(-c2ccc([N+](=O)[O-])cc2)oc1N(C)CCO	105	100	107	100	94	103	102	90
CCN(CC)c1ccc(C(NCCC(C)C)C(Cl)(Cl)Cl)cc1 (stereo unspecified)	110	94	100	112	122	107	98	96
Clc1ccc(NCc2cn(Cc3nc4ccccc4[nH]3)nn2)cc1	107	107	83	99	104	89	99	84
COc1ccc(Nc2ccnc(NCCNc3ccnc4cc(Cl)ccc34)n2)cc1	61	37	75	60	51	25	59	30
CCOC(=O)C(Cc1ccc(O)cc1)NC(=O)c1cc2c(cn1)[nH]c1ccccc12 (stereo unspecified)	110	107	99	111	105	105	89	96
COc1ccc(C2NC(=O)Nc3c2c(=O)n(-c2ccccc2)c2ccccc32)cc1 (stereo unspecified)	93	121	98	103	103	75	91	118
CN(C)c1ccc(NC(=O)Cc2ccc(/C=C/C(=O)c3ccccc3O)cc2)cc1	93	84	99	84	127	.	82	74
Cc1ccc(S(=O)(=O)NCCCNc2nccc(-c3c(-c4ccccc4)nc4sccn34)n2)cc1	26	48	58	38	117	36	38	31

Screening results: PubChem BioAssay, NCI
